Peg3 promoter: Peg3 promoter-driven luciferase inhibitors, primary screen, cell-based, HeLa, luciferase luminescence; 360,000 tested, 1.7% active; HeLa PEG-Prom luciferase reporter, overnight; AID 588405, 2011; inhibition, % at 20 µM;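 active = inhibition of at least 50% at 20 µM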
TRPM1 prom inh: inhibitors of MITF-dependent TRPM1 promoter reporter, primary screen, cell-based, SK-MEL-5, single point, luciferase; SK-MEL-5 TRPM1 promoter luciferase, 24 h; inhibition, % at 12.5 µM; 330,000 tested, 0.83% active; AID 488899, 2010;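 active = mean inhibition across replicates of 60% or more, whatever share of single replicates reaches that level; inconclusive = some that reach 60%, reason not given; inactive = mean inhibition across replicates below 60%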; also: values of inactives mirror those of a sister screen read the other way
HIF-2a inh: HIF-2a reporter inhibitors, primary screen, luminescence, 786-0 RCC cells; 786-0 RCC cells HIF-2a reporter, luciferase luminescence, overnight; 360,000 tested, 0.72% active; AID 624352, 2012; inhibition, % at 18.8 µM;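 active = inhibition of the luminescence signal of 40% or more relative to plate controls, in a single-dose primary screen at 18.75 µM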
Vif inh: HIV Vif self-association inhibitors, primary screen, imaging, HEK293T, single point | HEK293T cells, Vif self-association by quenched fluorescence, 24 h | inhibition, % at 7.49 µM | 340,000 tested, 0.35% active | AID 602346, 2012; in the data active = inhibition above about 50%, passing the limit was not always enough; inconclusive = no clear call, values can overlap the other calls; inactive = below about 31%; also: some results filed as inactive read as strong as hits
NR2E3 ag-1: NR2E3 agonists in two-hybrid cells, primary screen, cell-based, luminescence, CHO-S, Gal4-NCOR/VP16-NR2E3 | Photoreceptor-specific nuclear receptor (Homo sapiens), Q9Y5X4 | luciferase | inhibition of corepressor binding, % at 3.98 µM | 360,000 tested, 0.35% active | AID 602229, 2012;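 active = inhibition above the mean of all tested compounds plus 3 SD, cut at about 70% in these data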;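 also: 0% = DMSO with NR2E3 transfected cells and 100% = cells lacking NR2E3 construct; higher means lower luciferase signal from less NR2E3 corepressor binding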
Target sequence (Q9Y5X4 whole entry, looked up, the tested form may be a part): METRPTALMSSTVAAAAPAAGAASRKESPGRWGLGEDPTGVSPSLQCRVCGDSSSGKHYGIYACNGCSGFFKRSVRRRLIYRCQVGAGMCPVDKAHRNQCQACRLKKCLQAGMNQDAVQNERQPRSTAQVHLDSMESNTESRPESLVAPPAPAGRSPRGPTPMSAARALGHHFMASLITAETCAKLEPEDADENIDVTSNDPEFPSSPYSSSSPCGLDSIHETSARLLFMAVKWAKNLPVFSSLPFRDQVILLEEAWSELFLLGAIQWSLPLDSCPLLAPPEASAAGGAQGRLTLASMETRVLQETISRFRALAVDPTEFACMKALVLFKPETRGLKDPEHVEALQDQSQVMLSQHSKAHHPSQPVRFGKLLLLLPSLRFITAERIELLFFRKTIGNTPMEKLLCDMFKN
KKLEB tox: cytotoxicity in KKLEB CF airway cells, primary screen, cytotoxicity control for CF NF-kB inhibitor project, cell-based, uHTS, fluorescence assay plates; KKLEB CF airway cells viability, ATPlite luminescence, overnight; stronger effect = lower value; cells stimulated with P. aeruginosa culture filtrate; activity change (cytotoxicity), % at 5 µM; 360,000 tested, 0.36% active;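 active = corrected activity change at or below -50% at 5 µM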
CaV13 FRET inh: Disruptors of the CACNA1D IQ motif to Ca2+-dependent inactivation inhibitor domain association, primary screening, Förster resonance energy transfer in intact living … | HEK cells, CFP/YFP FRET ICDI-IQ, plate reader, 10 min; percent FRET-ratio fall versus neutral wells | inhibition, % at 12.3 µM | 340,000 tested, 0.098% active;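 active = mean replicate inhibition of at least 30% and at least 1% of replicates passing that level; inconclusive = only one of the two criteria is met; inactive = neither criterion is met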;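 also: 0% = median of the neutral control wells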
PDI turbidity: inhibitors of human PDI, primary screen, biochemical, turbidity, single point, plate reader | inhibition, % at 10 µM | PDI insulin aggregation turbidity, A650, 90 min | 350,000 tested, 0.052% active | Protein disulfide-isomerase (Homo sapiens), P07237;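 active = mean inhibition across replicates of 30% or more, whatever share of single replicates reach that level; inconclusive = mean inhibition below 30% while every single replicate reaches 30%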;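 also: absorbance from insulin aggregation driven by PDI reduction with DTT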
Target sequence (P07237 whole entry, looked up): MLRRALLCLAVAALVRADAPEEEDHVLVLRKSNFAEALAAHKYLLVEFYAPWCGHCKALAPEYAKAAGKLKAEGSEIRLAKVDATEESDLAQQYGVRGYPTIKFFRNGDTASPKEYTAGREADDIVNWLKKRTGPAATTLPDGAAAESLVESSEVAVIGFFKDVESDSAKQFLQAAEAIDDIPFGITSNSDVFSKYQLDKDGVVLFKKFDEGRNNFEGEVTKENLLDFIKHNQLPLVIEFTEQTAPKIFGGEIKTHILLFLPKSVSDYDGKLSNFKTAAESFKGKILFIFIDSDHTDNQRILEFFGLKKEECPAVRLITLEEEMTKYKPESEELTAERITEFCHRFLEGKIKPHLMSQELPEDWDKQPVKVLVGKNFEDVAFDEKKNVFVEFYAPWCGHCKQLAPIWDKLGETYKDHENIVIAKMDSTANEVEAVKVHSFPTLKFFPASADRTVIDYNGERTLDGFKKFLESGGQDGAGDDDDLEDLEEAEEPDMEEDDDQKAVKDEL
CF NFkB inh: inhibitors of PAF-induced NF-kB signaling, primary screen, cell-based, GFP fluorescence, uHTS; KKLEB NF-kB-GFP reporter, GFP fluorescence overnight; 360,000 tested, 0.86% active; inhibition, % at 5 µM;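 active = at least 50% inhibition at 5 µM, scaled per plate between neutral and stimulator controls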;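 also: PAF is a Pseudomonas aeruginosa culture filtrate used as stimulus; plate controls were PAF-stimulated DMSO wells for no effect and unstimulated DMSO wells for full effect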
NR2E3 ag-2: inhibitors of NR2E3-RetCOR corepressor binding, primary screen, NR2E3 agonist project, biochemical, TR-FRET, GST-NR2E3, biotin-RetCOR; 320,000 tested, 0.12% active; 1536-well; AID 2300, 2010; inhibition of corepressor binding, % at 4.78 µM; Photoreceptor-specific nuclear receptor (Homo sapiens), Q9Y5X4;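 active = percent inhibition above the cutoff of mean plus 3 SD of all tested compounds, set per screening campaign, cut at about 20% in these data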;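 also: 0% = DMSO wells and 100% = biotin wells as full block of FRET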
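Test system – NR2E3–RetCOR corepressor complex · Quantity – NR2E3 fusion 1.35 nM · Buffer or medium – Tris pH 7.5 · Incubation – Compound–protein incubation for 5 h at 4 °C · Technique – TR-FRET, Eu(K)-anti-GST donor, streptavidin-D2 acceptor, ex 340, em 617/671 nm · Evaluation – percent inhibition of 671/617 nm emission ratio versus biotin and DMSO controls · Plate – 1536-well format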
Shn3 inh set2: reduction of Shn3 3'UTR firefly luciferase signal, primary screen, Schnurri-3 inhibitor project, cell-based, Clone20 osteoblasts, set 2 | inhibition, % at 12.5 µM | Clone20 osteoblast Shn3 3'UTR firefly luciferase, 24 h | 360,000 tested, 0.52% active;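 active = mean inhibition of at least 75% with every replicate also reaching 75%; inconclusive = mean inhibition at least 75% but some replicate below; inactive = mean inhibition below 75%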;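 also: 0% = median of neutral control wells and 100% = pilot-screen positive control compound; some compounds past the cut are filed as inactive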
* hit, by the source's call; ? = inconclusive; · = not tested or not shown.

SMILES | Peg3 promoter | TRPM1 prom inh | HIF-2a inh | Vif inh | NR2E3 ag-1 | KKLEB tox | CaV13 FRET inh | PDI turbidity | CF NFkB inh | NR2E3 ag-2 | Shn3 inh set2
O=C(Cn1cc(SCc2ccc(Cl)cc2)c2ccccc21)N1CCOCC1 | -142 | -8 | -178 | -1 | -52 | -8 | -2 | -6 | -8 | 0 | -36
COc1cc(C(=O)Sc2ccc(C)cc2)cc(OC)c1OC | -1 | 12 | 3 | · | -4 | -8 | -3 | 9 | 25 | 0 | 2
C/C(=N/OC(=O)c1ccc(C)cc1)c1cccs1 | -36 | 11 | -100 | 17 | 1 | 7 | -1 | 7 | -4 | -3 | -1
CCCOc1ccc(C(=O)Nc2cccnc2)cc1 | -213 | -53 | -178 | 0 | -34 | -5 | -4 | -1 | 9 | 0 | -76
CC(C)N(Cc1ccccc1)C(=O)COC(=O)c1ccc(S(=O)(=O)N2CCOCC2)cc1 | 4 | -9 | -1 | 13 | -31 | 17 | -9 | -6 | 4 | · | 13
Cc1nn(-c2cc(C)c3ccccc3n2)c2c1C1C(C2)C1(C)C (configuration not stated) | -75 | 9 | -38 | 13 | 2 | 12 | -6 | 3 | 2 | 0 | -5
COc1ccc(OC)c(Nc2ccc(Nc3cc(OC)ccc3OC)nn2)c1 | 19 | -23 | 10 | -6 | 3 | -4 | -4 | -8 | -14 | 0 | -2
CCCCCCN1CC(=O)N2Cc3[nH]c4ccccc4c3C[C@H]2C1=O | 17 | 4 | 3 | 10 | 8 | 1 | -22 | -4 | -17 | 1 | 3
CSc1nc(=O)n2cccc(C)c2n1 | 14 | -5 | 17 | 6 | 9 | 1 | -3 | -2 | -8 | 5 | -11
Cc1nn(-c2ccccc2)c(-c2ccccc2[N+](=O)[O-])c1C(=O)O | 3 | -1 | 11 | -6 | -3 | 4 | -5 | -6 | -14 | 4 | -6
Cc1c(Cl)cccc1NC(=O)CC1Sc2ccccc2NC1=O (configuration not stated) | 24 | -18 | 6 | -11 | -3 | -5 | -4 | -16 | -11 | 0 | 3
NC(=O)CSc1ccc(Br)cc1 | 10 | 5 | 12 | -6 | 1 | 1 | -5 | 3 | -17 | -1 | 4
Cn1c(=O)c2c(nc(NCCNC(=O)c3ccco3)n2Cc2ccccc2Cl)n(C)c1=O | -14 | 3 | 12 | 3 | -15 | 0 | -5 | -8 | 3 | 2 | 9
O=[N+]([O-])c1cc(C(F)(F)F)ccc1Cl | 0 | 3 | 12 | 18 | 11 | -6 | · | · | -4 | 4 | 0
CCOc1cccc(/C=N/Nc2ccc(S(=O)(=O)N(CC)CC)cn2)c1O | 39 | 50 | 26 | 1 | -44 | -30 | -3 | 1 | 17 | 4 | ?
CN(C)CCOCCP(=O)(c1ccccc1)c1ccccc1 | 4 | -2 | 10 | -6 | 3 | 8 | -4 | -2 | -5 | -5 | -13
CC(=O)N1CCN=C1SCc1ccc(Cl)cc1 | -22 | -23 | -19 | 7 | 21 | -19 | 2 | 7 | 0 | 1 | -10
CCCn1c(-c2cccs2)nc2c1c(=O)[nH]c(=O)n2Cc1ccccc1 | 10 | 15 | 27 | -4 | -15 | 16 | 4 | 3 | -33 | -5 | 16
Cc1cc2c(c(=O)n1Cc1ccco1)C(c1cccnc1)C(C#N)=C(N)O2 (configuration not stated) | 9 | 6 | 10 | 4 | 1 | 6 | -4 | -6 | -8 | 2 | 0
CCC(OC(=O)c1ccco1)C(=O)NCc1ccco1 (configuration not stated) | 11 | -1 | 1 | 5 | -10 | -18 | -3 | -1 | 6 | 0 | -2
C=CCOc1cc(OC)c(OC)c(OC)c1 | -2 | -8 | 16 | 14 | 2 | -9 | -25 | 2 | 4 | 0 | -10
O=c1[nH]ncc(N/N=C/c2ccccc2)c1Cl | -30 | 7 | -204 | 6 | 18 | -9 | -9 | 0 | -14 | -6 | -23
OCC[C@H]1NCc2cc(CO)cc(-c3ccccc3)c21 | 6 | -6 | 1 | 6 | -10 | -3 | -7 | -2 | -27 | · | 9
Cc1c(C(=O)NC(=S)Nc2cccnc2)cccc1[N+](=O)[O-] | 28 | 2 | 7 | 7 | 1 | -12 | · | -2 | -33 | 0 | -3
COc1ccc(Cc2noc(CN3CCN(c4ccc(Cl)cn4)CC3)n2)cc1OC | 10 | 28 | 12 | -26 | 11 | -4 | -4 | 6 | 20 | 4 | 28
Cc1nc2c(C#N)cnn2c2c1CCNN2C | -3 | 2 | 12 | -2 | 2 | 0 | -6 | -2 | 10 | 0 | 0
Cn1c(SCC(=O)c2cccs2)nnc1-c1ccco1 | -15 | -7 | -49 | 2 | -27 | -7 | -9 | 2 | -6 | 0 | -12
CCCCn1c(SCC(=O)Nc2cc(C)on2)nnc1-c1ccncc1 | 0 | -7 | 11 | 15 | 12 | -2 | -7 | 1 | -7 | 0 | 8
COc1ccc(CC(=O)OCC(=O)N2c3ccccc3CC2C)cc1OC (configuration not stated) | -5 | · | 0 | -8 | -15 | -2 | -4 | -2 | -9 | · | 10
Cc1cccc2cc(-c3nc4c(C)cccn4c3NCc3ccco3)c(=O)[nH]c12 | -2 | 4 | -5 | -5 | -4 | 9 | -5 | -4 | -19 | -1 | 19
CSc1ccccc1NC(=O)CN(c1cccc(C)c1)S(C)(=O)=O | 2 | 4 | 7 | · | 2 | 18 | -6 | -4 | 6 | 4 | 4
Cc1ccc(NC(=O)CCNS(=O)(=O)c2ccc(Br)s2)cc1 | 13 | 2 | 3 | -13 | -5 | 6 | -3 | -2 | 2 | 6 | 14
CCOC(=O)C1=C(COC(=O)CCc2ccc(CC)cc2)NC(=O)NC1C (configuration not stated) | -9 | 1 | 1 | 8 | -7 | 15 | -2 | 3 | -5 | 0 | -1
CCCCn1c(N)c(N(CC(C)C)C(=O)COC(=O)Cc2c(C)nc3ccccc3c2C)c(=O)[nH]c1=O | 24 | 0 | 13 | -1 | -19 | 6 | -2 | 6 | -20 | 1 | -9
Cc1ccc(C(CC(=O)NCc2ccco2)c2ccccc2)c(O)c1 (configuration not stated) | 2 | 15 | 14 | 3 | 9 | 22 | -8 | -4 | -18 | -1 | 13
C=CCSc1nnc(-c2ccc([N+](=O)[O-])cc2)o1 | -276 | -23 | -247 | 5 | -31 | -5 | -15 | 2 | -6 | 1 | -65
N#Cc1cc(S(=O)(=O)c2ccc(Cl)cc2)c(N)[nH]c1=O | 9 | 2 | 26 | 1 | -12 | -1 | -3 | 1 | 28 | 3 | -11
C/C(=N\NC(=O)c1ccc(CSc2nncn2C)cc1)c1cccs1 | -118 | -31 | -117 | 1 | -10 | -1 | -14 | 6 | -4 | 1 | -8
Cc1cccc(C(=O)Oc2ccc(/C=N/NC(=O)c3ccc(O)cc3)cc2)c1 | -20 | 10 | -22 | 5 | -8 | -9 | · | -1 | -18 | · | -3
COc1ccc(CCNC(=O)c2ccccc2SC)cc1 | -10 | -8 | -21 | 0 | 3 | -2 | -2 | -2 | 2 | -2 | -9
CC(C)(C)n1nnnc1C(c1cc2cc3c(cc2[nH]c1=O)OCCO3)N1CCSCC1 (configuration not stated) | 3 | 2 | 23 | -4 | -29 | 3 | -9 | 0 | -3 | 5 | -21
Clc1ccc(-c2nnc(-c3ccc(Br)cc3)c(N3CCSCC3)n2)cc1 | -24 | -7 | -26 | -8 | -23 | -8 | -4 | 2 | 4 | -1 | 22
COC(=O)c1ccc(NC(C(=O)OC)C(C)C)c([N+](=O)[O-])c1 (configuration not stated) | 3 | 13 | 4 | -3 | -21 | 11 | -5 | 2 | -6 | 1 | -14
O=C(Nc1ncc([N+](=O)[O-])s1)c1ccco1 | -199 | -52 | -157 | · | -144 | -14 | -6 | -1 | 24 | -2 | -50
CCN(CC)c1ncnc2c1ncn2[C@H]1CN(Cc2cc(OC)c(OC)c(OC)c2)C[C@@H](CO)O1 | 4 | · | 6 | 1 | -9 | -15 | -4 | -3 | 12 | · | -10
COC(=O)c1cccc(NC(=O)c2onc3c2CCCC3)c1 | -342 | -20 | -101 | 4 | -169 | 15 | -2 | 0 | -6 | -1 | -26
CN(C)S(=O)(=O)N(CC(=O)Nc1cccc(F)c1)c1ccccc1 | -1 | 7 | 17 | -3 | -39 | 16 | -9 | -2 | -1 | 6 | -17
O=C(NCC(c1cccs1)N1CCOCC1)c1cc(-c2ccc(F)cc2)nc2ccccc12 (configuration not stated) | 16 | -10 | -12 | -1 | -1 | -5 | -5 | -2 | -6 | 1 | 17
Cc1[nH]n(-c2ccc(C(=O)O)cc2)c(=O)c1CCO | 4 | 2 | 15 | 2 | -9 | -1 | 4 | 14 | -7 | · | -7
O=C(Nc1cc(S(=O)(=O)N2CCOCC2)ccc1N1CCOCC1)c1ccc(Cl)nc1 | -14 | 1 | 17 | -4 | 20 | -16 | -3 | 3 | 6 | -3 | -25
COC(=O)Nc1cc(C)nc2ccccc12 | 12 | 4 | 11 | -21 | 18 | 2 | -5 | -2 | -9 | 2 | -17
NC(=O)N/N=C/c1coc2ccc(O)cc2c1=O | -7 | 7 | 9 | 1 | -4 | -8 | -6 | -6 | 8 | -6 | 4
Cc1cccc2sc(NS(C)(=O)=O)nc12 | -11 | 12 | 1 | 15 | -17 | 10 | -4 | 2 | -11 | 3 | 3
CCn1nc(C)c(Br)c1-c1nc(-c2cccc(C)c2)no1 | -28 | · | -72 | 3 | 16 | -6 | -3 | -3 | -10 | 1 | -5
COc1cc(/C=C2/C(=O)N(c3ccc(Br)cc3)N=C2C)cc(OC)c1OC | 23 | 21 | 14 | -14 | -17 | -5 | · | -2 | 8 | · | 0

Source: PubChem
